Screening data as filed in PubChem.
CHRM4 antagonist = blocks acetylcholine activation of human M4 receptor; P08173; CHO-hM4 cells, ACh EC80, Fluo-8 calcium fluorescence; 0.73% of 360,000 active; inhibition, % at 3 µM;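 active means inhibition above its plate's cutoff, the mean inhibition of sample wells plus 3 SD, cut at about 27% in these data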;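 further: 0% = acetylcholine EC80 with DMSO and 100% = DMSO without agonist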
Target sequence (P08173 whole entry, looked up): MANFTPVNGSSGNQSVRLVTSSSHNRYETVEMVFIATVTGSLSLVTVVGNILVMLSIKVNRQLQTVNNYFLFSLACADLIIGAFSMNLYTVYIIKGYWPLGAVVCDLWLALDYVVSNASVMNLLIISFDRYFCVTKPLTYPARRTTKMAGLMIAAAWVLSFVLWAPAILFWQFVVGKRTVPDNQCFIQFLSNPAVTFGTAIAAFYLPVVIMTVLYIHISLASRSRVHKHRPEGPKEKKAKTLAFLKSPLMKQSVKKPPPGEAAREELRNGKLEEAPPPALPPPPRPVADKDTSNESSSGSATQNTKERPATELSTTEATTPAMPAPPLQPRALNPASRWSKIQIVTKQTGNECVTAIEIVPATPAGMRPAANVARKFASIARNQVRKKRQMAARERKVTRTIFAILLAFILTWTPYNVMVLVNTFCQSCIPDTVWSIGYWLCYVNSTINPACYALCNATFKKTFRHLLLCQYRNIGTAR
CHRM1 antagonist = human CHRM1 antagonism | P11229 | CHO-K1 hM1, Fluo-8 calcium fluorescence, ACh EC80 antagonist | inhibition, % at 3 µM | 1.3% of 360,000 active;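 active means percent inhibition above its own plate's cutoff, namely the mean of that plate's compound wells plus 3 SD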;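 further: peak over basal fluorescence ratio during 140 s after agonist addition; 0% = ACh EC80 plus DMSO and 100% = DMSO alone without agonist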
Target sequence (P11229 whole entry, looked up): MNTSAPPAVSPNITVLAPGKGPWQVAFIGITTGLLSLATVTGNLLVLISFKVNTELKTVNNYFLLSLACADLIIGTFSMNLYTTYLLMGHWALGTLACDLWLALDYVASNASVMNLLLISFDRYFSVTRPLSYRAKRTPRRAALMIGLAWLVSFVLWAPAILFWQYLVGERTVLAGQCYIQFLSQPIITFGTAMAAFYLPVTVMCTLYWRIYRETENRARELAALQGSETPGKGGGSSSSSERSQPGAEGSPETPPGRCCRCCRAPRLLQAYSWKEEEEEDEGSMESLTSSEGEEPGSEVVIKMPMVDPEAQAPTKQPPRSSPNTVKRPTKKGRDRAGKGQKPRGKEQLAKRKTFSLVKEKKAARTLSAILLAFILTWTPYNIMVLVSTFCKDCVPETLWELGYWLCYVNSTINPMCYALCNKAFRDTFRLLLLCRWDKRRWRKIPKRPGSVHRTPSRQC
TAAR1 agonist = agonists of human TAAR1. Q96RJ0. CHO RD-HGA16 TAAR1, Fluo-8 calcium fluorescence; vehicle wells 0%, saturating PEA agonist 100%. activation, % at 3 µM. 0.99% of 360,000 active. AID 624467;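 active means activation above the mean activation of all test compounds in the run plus 3 SD, cut at about 38% in these data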
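Benchmarks: low control DMSO, high control PEA (EC100); System: CHO RD-HGA16 cells carrying human TAAR1 plus Gα16; Detection: Fluo-8 fluorescence, 5 s baseline then 140 s kinetic read; Schedule: 17-24 h plating, Fluo-8 75 min 37 °C, 30 min RT; Read-out basis: % activation from peak over basal fluorescence ratio, DMSO-to-PEA scaled.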
CHRM1 agonist = agonists of human M1 muscarinic receptor. activation, % at 3 µM. CHO-K1 hM1, Fluo-8 calcium fluorescence, agonist mode; 0% DMSO, 100% acetylcholine EC100. 0.33% of 360,000 active;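 active means activation above the run's mean compound activation plus 3 SD, cut at about 16% in these data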;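 further: peak over basal fluorescence ratio within a 140 s kinetic read after compound addition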
CHRM5 antagonist = CHRM5 antagonism in calcium assay; CHO-hM5 cells, Fluo-8 calcium fluorescence, ACh EC80; inhibition, % at 3 µM; AID 624040; P08912; 0.59% of 360,000 active;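 active means inhibition above a per-plate cutoff, the mean of that plate's test compounds plus 3 SD, cut at about 27% in these data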;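 further: 0% = acetylcholine EC80 with DMSO and 100% = DMSO without agonist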
M5 PAM = positive allosteric modulators of human muscarinic M5 receptor | CHO-K1 hM5, Fluo-8 calcium, ACh EC20 PAM; 0% = ACh EC20, 100% = ACh EC100 | activation, % at 3 µM | 0.3% of 360,000 active | AID 624038;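 active means activation above the run cutoff, the mean activation of all test compounds plus 3 SD, cut at about 18% in these data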
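Probe or stimulus: acetylcholine, EC20 level; Assay system: human M5 receptor in CHO-K1 cells; Schedule: compound preincubation 140 s before EC20 acetylcholine addition; Technique: intracellular calcium via Fluo-8 fluorescence; Dosing: single-point, 3 µM nominal; Read-out basis: percent activation from peak-over-basal fluorescence ratio, scaled EC20-to-EC100 acetylcholine; Repeats: one well per compound, no replicates.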
CHRM5 agonist = agonists of human muscarinic M5 receptor (CHRM5); activation, % at 3 µM; CHO-K1 hM5 cells, Fluo-8 calcium fluorescence; 0% DMSO wells, 100% maximal acetylcholine response; P08912; 0.19% of 360,000 active;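 active means activation above the run's mean over test compounds plus 3 SD, cut at about 23% in these data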;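 further: signal is peak over basal fluorescence ratio across the kinetic read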
M4 ag = CHRM4 agonism in calcium assay; P08173; CHO-K1 hM4/Gqi5, Fluo-8 calcium fluorescence; vehicle 0%, full acetylcholine response 100%; activation, % at 3 µM; 0.14% of 360,000 active;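 active means activation above the run mean over all test wells plus 3 SD, cut at about 32% in these data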;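 further: peak over basal fluorescence ratio per well then scaled between controls; 0% = DMSO wells and 100% = acetylcholine at EC100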
CHRM1 PAM = positive allosteric modulators of human M1 muscarinic receptor | P11229 | CHO-K1 hM1, Fluo-8 calcium fluorescence, ACh EC20; 0% = ACh EC20, 100% = maximal ACh | activation, % at 3 µM | 0.088% of 360,000 active; in the data active means activation above about 19%, passing the limit was not always enough
The depositor's hits bear a star; . = no result given. Not all compounds are listed, so the mix of outcomes need not match the whole.

The line under a structure holds: CHRM5 antagonist	CHRM4 antagonist	CHRM1 antagonist	CHRM5 agonist	CHRM1 PAM	M4 ag	M5 PAM	CHRM1 agonist	TAAR1 agonist
O=C(COc1cccc(Cl)c1Cl)Nc1ccc2c(c1)CCC2
→ 8	-5	-3	0	5	4	-6	-8	12
Cc1ccccc1CSCC(=O)Nc1ccccc1F
→ 4	13	-16	-3	10	0	-2	-7	2
Cc1ccc(NC(=O)CN2CCN(C(=O)C3CCCO3)CC2)c(C)c1 (stereo unspecified)
→ 8	-6	-10	-4	6	1	-3	-2	1
O=C(Nc1cnn(Cc2ccc(Cl)cc2Cl)c1)c1cc(-c2cccs2)on1
→ -3	5	-4	5	11	1	3	0	15
CCC1(CC)C(C#N)C(=O)NC(=O)C1C#N (stereo unspecified)
→ 13	-7	-10	-1	8	0	-3	-2	2
Cc1cc(C)cc(NC(=O)CSCc2cc(=O)n3ccsc3n2)c1
→ 7	2	-7	-4	11	1	-3	-3	7
CCN1C(=O)[C@H]2[C@@H](c3ccc(-c4ccc(C(C)=O)cc4)cc3)N[C@@](Cc3ccccc3)(C(=O)OC)[C@H]2C1=O
→ -2	-11	2	-1	2	2	-4	-1	10
COc1cccc(CN(C)C(=O)c2cccc(S(=O)(=O)N3CCN(c4ccccc4)CC3)c2)c1OC
→ 19	6	11	1	-12	17	-25	1	7
O=C(Nc1cccc(S(=O)(=O)N2CCCC2)c1)[C@H]1C[C@H](O)[C@@H](CO)O1
→ 1	2	-11	1	9	2	-2	-1	2
COc1ccc(OCC(=O)Nc2nc3ccc(NC(C)=O)cc3s2)cc1
→ 4	-1	-6	11	3	6	-2	-2	13
C/C(=C\C(=O)c1ccccc1)Nc1ccc(Cl)c(Br)c1
→ 4	-4	-30	1	10	1	6	-1	5
O=C(N1CCOCC1)N1CCOCC1
→ 13	-1	5	-2	-3	-1	-8	-3	5
CC(=O)NCCC(=O)Nc1cc(S(=O)(=O)N2CCCCC2)ccc1N1CCCCC1
→ -3	-9	-2	5	0	2	13	0	3
CCOCCCN(C(=O)c1snc(C(N)=O)c1N)C(C(=O)NC1CCCC1)c1ccc(O)cc1 (stereo unspecified)
→ -6	3	-1	0	-5	2	0	-5	0
CCN(c1ccccc1)S(=O)(=O)c1cccc(C(=O)N2CCN(S(=O)(=O)c3ccccc3)CC2)c1
→ -1	1	15	-1	-10	19	-11	0	9
O=C(O[C@@H]1OC2COC(=O)c3cc(O)c(O)c(O)c3-c3c(cc(O)c(O)c3O)C(=O)O[C@@H]([C@H]1O)[C@@H]2O)c1cc(O)c(O)c(O)c1
→ -9	-10	-2	4	10	1	7	-2	.
S=c1nc(-c2cccc(Cl)c2)[nH][nH]1
→ 4	8	-3	-1	5	0	-2	-6	4
COc1ccccc1C(=O)Nc1ccc2c(c1)n(C)c(=O)n2C
→ 1	-2	-16	-1	14	1	3	-3	5
Cc1cccc(C)c1NC(=S)Nc1ccccc1C(=O)NCc1ccco1
→ 1	11	-2	-2	2	0	1	-8	1
O=C(Nc1nncs1)c1cc(S(=O)(=O)N2CCCCC2)ccc1Cl
→ 9	1	-6	0	6	1	-3	1	2
CCCn1c(N)c(N(CCOC)C(=O)COC(=O)c2ccccc2NCCO)c(=O)[nH]c1=O
→ -7	-9	4	-2	0	0	9	-2	0
Cc1cc2nnc(SCC(=O)N3CCOCC3)n2c2ccccc12
→ 0	-10	-1	-6	2	0	3	-4	10
Cn1cc([N+](=O)[O-])c(C(=O)Nc2ccn(Cc3c(F)c(F)cc(F)c3F)n2)n1
→ -1	12	-15	3	11	3	2	0	4
COc1cccc(/C=C/C(=O)c2cccc([N+](=O)[O-])c2)c1OC
→ 14	-2	12	-12	-3	3	-6	-6	-1
CCCCN1C(=O)N(c2ccccc2Cl)C(C)(O)CC1(C)C (stereo unspecified)
→ 3	-9	1	-5	10	-3	-2	0	12
O=C(Cn1cncn1)N1CCN(c2ccc(F)cc2)CC1
→ 1	-6	0	1	5	2	9	-2	0
Cn1nnnc1SCC(=O)NC(=O)c1cccc([N+](=O)[O-])c1
→ -2	-2	-27	-2	20	0	4	-5	0
CCCCCCCCNC(=S)NCCN1CCCCC1
→ -10	5	5	-4	-10	7	-6	-4	18
CCOc1ccccc1NC(=O)COc1ccc2ccc(=O)oc2c1
→ 13	1	-4	-1	11	0	-6	0	2
CC(=O)NC(c1ccc(C)cc1)c1cc([N+](=O)[O-])c2cccnc2c1O (stereo unspecified)
→ -4	-2	-3	-1	5	1	7	-5	-2
O=C(N/N=C/c1ccc(Sc2nc3ccccc3s2)c([N+](=O)[O-])c1)c1ccccn1
→ -5	-6	19	3	-8	2	-8	-1	9
Cc1ccc(C(=O)NNC2=Nc3cccc4cccc2c34)cc1
→ 1	-11	2	-2	3	0	-8	-2	5
COc1ccccc1NC(=O)Nc1ccc(N2CCOCC2)cc1
→ 5	7	-1	-2	4	1	-4	-1	1
CS(=O)(=O)N1CCC(CO)(Cc2ccccc2C(F)(F)F)CC1
→ 1	3	-10	-2	8	5	5	-6	6
CC(CCc1ccccc1)NC(=O)CCC(=O)N1CCC(C(=O)O)CC1 (stereo unspecified)
→ 6	-4	-15	2	9	0	-1	0	9
C=CCn1c(-c2ccc(OC)cc2)nc2ccccc21
→ 4	9	-11	-7	7	-1	-5	-5	0
O=C(c1ccco1)N1CCN(C(=O)c2nn3cccnc3c2Cl)CC1
→ -11	-20	-7	0	8	0	4	-4	12
O=C(O)/C=C/c1ccc(Oc2ncccn2)cc1
→ -3	-2	-11	-1	2	1	-2	-2	7
CC(=NCCc1c(C)[nH]c2ccc(OC(F)(F)F)cc12)C1=C(O)CC(c2ccccc2)CC1=O (stereo unspecified)
→ 6	-1	-7	-4	6	2	0	-7	3
O=C(O)/C=C/c1ccc(S(=O)(=O)NCc2cccnc2)cc1
→ 1	-10	0	2	-1	0	-11	-3	-3
Cc1nn(Cc2ccc(F)cc2)c2sc(C(=O)Nc3ccccc3N3CCOCC3)cc12
→ 2	1	-2	1	6	1	-3	-5	9
Cc1ccc(S(=O)(=O)N(C)CC(=O)N(C)Cc2cccs2)cc1
→ 4	-1	-8	-1	6	0	1	-4	0
O=C(COc1ccc(Cl)cc1)Nc1ccc(CN2CCOCC2)cc1
→ 0	-5	-9	2	5	7	1	-5	6
CCc1cc2c(N[C@@H](C)C(=O)O)ncnc2s1
→ 2	0	3	-1	-1	0	-5	0	1
CCCC(=O)Nc1ccc(C(=O)COC(=O)c2c(C)noc2C)cc1
→ 12	-8	0	4	5	3	-2	1	0
CCOC(=O)[C@]12CCCC=C1N(Cc1ccc3c(c1)OCO3)C(=O)[C@H](CC(=O)N1CCN(C(=O)C3CC3)CC1)C2
→ 6	6	.	2	.	2	-5	.	4
COCC(=O)OCC(=O)Nc1cc(C)c(C)cc1[N+](=O)[O-]
→ -6	2	-6	1	9	0	-3	-2	2
CC(O)CCc1nc2ccc(C(=O)O)cc2[nH]1 (stereo unspecified)
→ -1	1	-20	-2	3	0	10	-2	1
CC(C)(C)OC(=O)N1CCCC(C(=O)Nc2ccc(C(=O)N3CCCC3)cc2)C1 (stereo unspecified)
→ 10	-7	9	-1	-6	0	2	-2	8
O=C(CC12CC3CC(CC(C3)C1)C2)Nc1c(F)cccc1F
→ -2	5	-16	0	18	1	4	1	.
NS(=O)(=O)c1ccc(CCNCC#Cc2ccccc2)cc1
→ -3	-1	-6	-20	0	2	-4	-8	4
CN1CCC(N(C)C(=S)NCCc2ccccc2)CC1
→ 15	7	15	-2	0	16	-12	-3	4
COC(=O)c1sccc1NC(=S)Nc1cc(C)ccc1OC
→ 3	2	1	-5	4	0	5	-4	-2
COc1c(O)ccc2c1CN1CCc3cc4c(cc3C1C2)OCO4 (stereo unspecified)
→ 5	9	-15	0	2	2	0	-14	.
COc1ccc(OCc2nnc(SC(C)C(=O)Nc3nccs3)n2-c2ccccc2)cc1 (stereo unspecified)
→ -6	-6	0	4	-5	11	-2	0	11
CCOC(=O)C1=C(C)NC(=O)NC1c1ccccc1OCc1c(F)cccc1Cl (stereo unspecified)
→ -6	-2	-15	5	-1	0	5	-4	4
OC[C@@H]1CN(Cc2ccc(-c3ccccc3)cc2)C[C@H](n2cnc3c(N4CCCC4)ncnc32)O1
→ 2	-5	-8	4	5	13	-5	3	11
O=C(NC(=S)NNS(=O)(=O)c1ccc(Cl)cc1)c1cccnc1
→ 6	-1	4	2	0	0	-2	-5	4
Cc1ccc(CCNS(=O)(=O)c2cc3c(cc2Cl)NC(=O)CO3)cc1
→ 0	-1	3	2	-3	4	-3	-1	12
Cc1nc2sc(-c3ccccc3)cc2c(=O)[nH]1
→ 7	-6	5	3	-2	2	-5	-3	0

(next part)
The line under a structure holds: CHRM5 antagonist	CHRM4 antagonist	CHRM1 antagonist	CHRM5 agonist	CHRM1 PAM	M4 ag	M5 PAM	CHRM1 agonist	TAAR1 agonist
COc1cc(NC(=O)c2ccc(N3CC4CC(C3)c3cccc(=O)n3C4)c(NC(=O)c3ccncc3)c2)cc(OC)c1OC (stereo unspecified)
→ -5	-5	3	-2	3	0	6	-1	0
COc1ccc2cc(C(=O)N/N=C/c3cc(OC)c(OC)c(OC)c3)[nH]c2c1
→ 9	4	2	3	1	18	-11	0	20
O=C(Nc1ccc(Cl)cc1)N1CCOC12CCCCC2
→ 9	-6	-4	3	8	3	-7	-3	5
CN(C(=O)c1ccco1)c1ccccc1C(=O)O
→ -6	4	4	0	5	0	1	-1	5
Cc1ccc(C(=O)C2=C(O)C(=O)N(CCCn3ccnc3)C2c2ccc(OC(C)C)cc2)o1 (stereo unspecified)
→ 5	2	-9	0	0	2	-5	-10	3
COC(=O)c1ccc(C)c(NS(=O)(=O)c2ccc(NC(C)=O)cc2)c1
→ -3	-1	-28	6	4	6	-5	3	1
O=C1NC(=O)c2cc(Oc3ccc([N+](=O)[O-])cc3)ccc21
→ 9	-5	-5	-7	0	0	1	-6	-2
Cc1cccc2[nH]c(-c3ccc(NC(=O)c4ccco4)cc3)nc12
→ -4	-6	-14	1	-1	9	-5	-1	13
Cc1ccc(S(=O)(=O)N2CCOCC2)cc1NC(=O)COC(=O)c1ccc(OCc2c(C)noc2C)cc1
→ -8	-4	-1	-2	6	7	4	-6	6
CC(C)(C)OC(=O)N(CCc1ccccc1)Cc1ccccc1OCc1ccc(NC(=O)C2CCCC2)cc1
→ 1	1	-10	2	6	1	3	-3	0
O=C(CC[C@H]1O[C@@H](n2cnc3c(NC(=O)c4ccccc4)ncnc32)[C@H](O)[C@@H]1O)NCCCN1CCOCC1
→ 6	9	-25	1	-1	0	0	-4	2
COc1ccc(-c2nnc(NC(=O)c3cc(C)on3)s2)cc1
→ 0	7	6	0	3	-1	-2	-1	-2
O=C1/C(=C/c2ccc(F)cc2)SC(=S)N1N1CCOCC1
→ -6	1	-17	4	16	0	8	-1	4
COc1ccc(S(=O)(=O)N(C)C)cc1NC(=O)c1ccc2c(c1)OCCO2
→ 13	0	1	0	5	1	-2	-3	-1
